Compound activity (PubChem BioAssay)
VLA-4 inh: inhibition in human VLA-4 binding assay, primary screen, VLA-4 allosteric modulator project, MLPCN library, flow cytometry, VLA-4 expressing cells. ligand binding flow cytometry. inhibition, % (about 7 µM as worked out from the volumes in the protocol). 0.2% of 330,000 active; in the data active = inhibition above about 50%
GRK2 aptamer HTS: compounds blocking aptamer binding on GRK2 – biochemical, human GRK2, bead flow cytometry, HTS, primary screen. inhibition of aptamer binding, % at 10 µM. FAM-aptamer displacement from GRK2. 0.59% of 330,000 active;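 active = inhibition of aptamer binding above 40%, roughly 3 SD of noise, on plates passing a quality check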;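 also: median bead fluorescence of bound FAM aptamer so fluorescent compounds give negative values; no value below 0 was filed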
Target sequence (P25098 whole entry, looked up): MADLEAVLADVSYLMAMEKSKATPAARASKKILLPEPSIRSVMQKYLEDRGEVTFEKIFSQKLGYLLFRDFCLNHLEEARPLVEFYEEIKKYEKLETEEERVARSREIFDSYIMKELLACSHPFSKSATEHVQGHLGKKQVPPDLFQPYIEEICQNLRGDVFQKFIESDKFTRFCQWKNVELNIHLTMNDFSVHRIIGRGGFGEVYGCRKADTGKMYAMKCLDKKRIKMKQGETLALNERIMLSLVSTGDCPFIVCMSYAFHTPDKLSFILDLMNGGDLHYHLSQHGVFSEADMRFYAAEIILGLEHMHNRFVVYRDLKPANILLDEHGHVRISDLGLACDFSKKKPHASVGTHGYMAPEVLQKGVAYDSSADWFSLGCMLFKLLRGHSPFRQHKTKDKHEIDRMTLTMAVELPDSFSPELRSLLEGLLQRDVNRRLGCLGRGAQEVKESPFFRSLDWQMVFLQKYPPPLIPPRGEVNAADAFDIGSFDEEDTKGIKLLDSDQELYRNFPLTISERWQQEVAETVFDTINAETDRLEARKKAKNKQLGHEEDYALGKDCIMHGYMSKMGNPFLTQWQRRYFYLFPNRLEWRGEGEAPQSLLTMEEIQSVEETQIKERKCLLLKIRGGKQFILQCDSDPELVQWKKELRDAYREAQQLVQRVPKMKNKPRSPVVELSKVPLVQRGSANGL
AGP1 TOR yeast: modulators of AGP1-GFP expression in yeast TOR pathway, primary screen, cell-based, multiplex flow cytometry, S. cerevisiae, MLPCN library | AID 2066, 2009 | 3 h; GFP as percent of DMSO wells | GFP response vs DMSO, % at 10 µM | 0.02% of 320,000 active;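 active = GFP response relative to DMSO above a set limit, near screen average plus 3 SD, cut at about 150% in these data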;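 also: median GFP channel fluorescence of the gated AGP1 strain per well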
MEX-5 binding: MEX-5 zinc finger RNA-binding disruptors – biochemical, C. elegans, fluorescence polarization, MLPCN library, primary screen. MEX-5/FITC-TCR2 RNA binding; stronger effect = lower value. Zinc finger protein mex-5 (Caenorhabditis elegans), Q9XUB2. activity score (negative = inhibition of binding), % at 10 µM. 0.38% of 300,000 active;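 active = inhibition past about -25% in most replicates, and total fluorescence under double the plate's negative control median, limit read from the data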;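 also: 0% = DMSO and -100% = 5 µM competing unlabeled TCR2 RNA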
CIT2-GFP yeast: modulators of CIT2-GFP expression in yeast, primary screen, S. cerevisiae, GFP fusion, multiplex flow cytometry, MLPCN library. GFP response vs DMSO, % at 10 µM. S. cerevisiae CIT2-GFP strain, 3 h; 100 means same as DMSO wells. 0.065% of 320,000 active. AID 2029, 2009;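 active = GFP response relative to DMSO above a set limit, near the screen mean plus 3 SD, cut at about 150% in these data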;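 also: ratio of well median GFP fluorescence to mean of DMSO wells on the plate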
MCL1-BIM inh: inhibitors of MCL1 binding to BIM-BH3, primary screen, biochemical, fluorescence polarization; Induced myeloid leukemia cell differentiation protein Mcl-1 (Homo sapiens), Q07820; GST-MCL1 / FITC-Bim-BH3 fluorescence polarization; inhibition, % at 10.9 µM; 0.68% of 320,000 active;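 active = inhibition above the mean inhibition of all tested compounds plus 3 SD, set per campaign, cut at about 40% in these data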;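 also: 0% = DMSO wells and 100% = unlabeled Bim-BH3 peptide control; higher means more loss of mP so more displacement of Bim peptide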
BCLXL inh: inhibitors of human Bcl-xL, primary screen, biochemical, fluorescence polarization, HTS | GST-Bcl-xL / FITC-Bim BH3 peptide fluorescence polarization | inhibition, % at 10.9 µM | 0.7% of 320,000 active;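 active = inhibition above the mean of all tested compounds plus 3 SD, cutoff set per campaign, cut at about 30% in these data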;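 also: 0% = DMSO wells and 100% = unlabeled Bim-BH3 peptide competitor; inhibitors lower millipolarization by displacing the labeled peptide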
Target sequence (Q07817 whole entry, looked up): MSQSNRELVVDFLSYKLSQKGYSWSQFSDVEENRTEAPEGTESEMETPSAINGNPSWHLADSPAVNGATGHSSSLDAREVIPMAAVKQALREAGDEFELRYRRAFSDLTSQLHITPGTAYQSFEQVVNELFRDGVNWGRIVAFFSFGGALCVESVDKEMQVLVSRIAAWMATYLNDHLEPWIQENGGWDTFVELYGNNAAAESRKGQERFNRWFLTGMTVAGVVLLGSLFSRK
Fam108B inh: mouse Fam108B serine hydrolase inhibitors, primary screen, counter-screen for RBBP9 inhibitor project, biochemical, fluorescence polarization; 0.33% of 300,000 active; recombinant Fam108B, FP-Rh probe fluorescence polarization; inhibition, % at 9.51 µM;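 active = inhibition above the screen mean inhibition plus 3 SD, computed separately per campaign, cut at about 18% in these data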;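 also: inhibitors lower polarization as less probe binds the enzyme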
GLD-1 TGE inh: GLD-1/TGE RNA complex disruptors, primary screen, biochemical, fluorescence polarization; Female germline-specific tumor suppressor gld-1 (Caenorhabditis elegans), Q17339; purified GLD-1 + fluorescein TGE RNA; inhibition, % at 5.96 µM; 0.44% of 320,000 active; AID 2280, 2010;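 active = percent inhibition above a per-plate cutoff, the plate mean of test compounds plus 3 SD, cut at about 30% in these data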;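 also: 0% = DMSO wells with GLD-1 and probe and 100% = wells lacking GLD-1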
* hit, by the source's call; / = not tested or not shown. An unsorted share of the library (roughly 2.2% active in at least one column).

Preview (3 entries):
SMILES | VLA-4 inh | GRK2 aptamer HTS | AGP1 TOR yeast | MEX-5 binding | CIT2-GFP yeast | MCL1-BIM inh | BCLXL inh | Fam108B inh | GLD-1 TGE inh
COc1ccc(N2CCN(CCCNC(=O)Cn3c(=O)c4cccn4c4cccnc43)CC2)cc1 | -16 | 0 | 98 | 1.2 | 101 | 2 | 2 | 2 | -9
O=C(COc1cccc2cccnc12)N/N=C/c1cccn1-c1ccc(F)cc1 | 15 | 2 | 115 | 2.8 | 103 | 6 | 8 | -3 | 10
COc1ccc(-c2nc(C#N)c(N3CCOCC3)o2)cc1OC | -8 | 1 | 90 | 0.3 | 94 | 7 | 5 | -3 | 1

This part in full, previewed entries included:
SMILES | VLA-4 inh | GRK2 aptamer HTS | AGP1 TOR yeast | MEX-5 binding | CIT2-GFP yeast | MCL1-BIM inh | BCLXL inh | Fam108B inh | GLD-1 TGE inh
COc1ccc(N2CCN(CCCNC(=O)Cn3c(=O)c4cccn4c4cccnc43)CC2)cc1 | -16 | 0 | 98 | 1.2 | 101 | 2 | 2 | 2 | -9
O=C(COc1cccc2cccnc12)N/N=C/c1cccn1-c1ccc(F)cc1 | 15 | 2 | 115 | 2.8 | 103 | 6 | 8 | -3 | 10
COc1ccc(-c2nc(C#N)c(N3CCOCC3)o2)cc1OC | -8 | 1 | 90 | 0.3 | 94 | 7 | 5 | -3 | 1
CC(=O)N[C@H]1C[C@@H]1c1ccccc1 | -4 | 4 | 108 | -1.6 | 114 | 6 | 5 | 9 | 5
O=C(NNC(=O)C1CCN(c2ncccn2)CC1)c1ccncc1 | 33 | 3 | 98 | 1.1 | 95 | 8 | 5 | 2 | 6
O=C(NC1CCN(Cc2ccccc2)CC1)c1ccc2c(c1)[nH]c(=O)n2Cc1ccc(F)cc1 | 3 | 0 | 104 | -2.7 | 99 | 0 | -2 | -2 | -8
Cc1ccc(CSc2nnc(-c3ccc(NS(=O)(=O)c4ccccc4)cc3)o2)cc1 | -4 | 0 | 107 | 0.5 | 101 | -4 | 3 | -4 | 4
CCCc1cc(=O)n2c([nH]c3ccccc32)c1C#N | -8 | 0 | 95 | 0.8 | 93 | 5 | 3 | 1 | 2
CCCCOc1ccc(/C=N/Nc2cc(N3CCOCC3)nc(C)n2)cc1 | -18 | 0 | 94 | -2.8 | 86 | -8 | 1 | -2 | -8
Nc1nc(F)nc2c1ncn2[C@@H]1O[C@H](CO)[C@@H](O)[C@H]1O | 6 | 0 | 94 | -0.8 | 87 | -4 | -1 | 3 | -1
CCOC(=O)c1ccc(NC(=O)CCc2nc(-c3ccccc3Cl)no2)cc1 | -3 | 1 | 100 | 0.9 | 106 | 12 | 8 | -7 | 8
CN(Cc1ccccc1)C(=O)N1CCOCC1 | 2 | 0 | 100 | 2.3 | 103 | -10 | -4 | 1 | 4
Cc1cccc(C(=O)N2CCN(c3ccc(C(F)(F)F)cn3)CC2)c1C | -26 | 1 | 89 | -1.8 | 87 | 7 | 1 | 2 | 3
COc1cc(/C=N/NC(=O)c2cccc([N+](=O)[O-])c2)ccc1OC(=O)c1ccco1 | -5 | 0 | 97 | 0.6 | 99 | 2 | -1 | 2 | 7
Cn1c(SCC(=O)NCc2cccs2)nnc1-c1ccc(O)cc1 | 3 | 0 | 102 | -0.1 | 104 | 3 | 1 | 1 | 9
Cc1cnc(C(=O)OCC(=O)Nc2ccccc2[N+](=O)[O-])cn1 | 6 | 0 | 98 | / | 98 | / | / | / | 2
O=C(Nc1ccccc1)c1ccc(-c2ccc(F)cc2)s1 | 14 | 3 | 96 | -1.1 | 93 | -2 | 3 | -2 | 0
CCCCCCCC(=O)Nc1ccc(S(=O)(=O)Nc2nccs2)cc1 | 7 | 0 | 93 | -1.3 | 106 | 7 | 2 | 0 | 4
O=C(OCc1ccc(Br)cc1)c1cnc(Cl)c(Cl)c1 | -21 | 0 | 107 | 1.8 | 99 | -13 | 3 | 4 | -3
CC(C)Oc1ccc(Cc2c(O)nc(NCCCN(C)C)[nH]c2=O)cc1 | 1 | 3 | 101 | -0.6 | 102 | 4 | 5 | 0 | 6
c1ccc(Cc2nnc(-c3ccccc3)o2)cc1 | -9 | 4 | 116 | 0.8 | 110 | 10 | 8 | -1 | 7
NC(=O)c1ccsc1NC(=O)COC(=O)/C=C/c1ccccc1[N+](=O)[O-] | 0 | 14 | 97 | / | 92 | / | / | / | -6
NC(=O)NCCCC(NC(=O)c1ccc(C#CC2(O)CCCCC2)cc1)C(=O)O (centres undefined) | -34 | 11 | 97 | -1.6 | 92 | -1 | 5 | 0 | -1
COC(=O)c1ccc(N)cc1O | 0 | 1 | 86 | -0.5 | 84 | 5 | 6 | 4 | 1
Cc1ccccc1-c1ccc(=O)n(CC(=O)Nc2ccc(N3CCOCC3)cc2)n1 | 11 | 0 | 97 | 3.6 | 102 | 4 | 0 | 0 | 3
SMILES | VLA-4 inh | GRK2 aptamer HTS | AGP1 TOR yeast | MEX-5 binding | CIT2-GFP yeast | MCL1-BIM inh | BCLXL inh | Fam108B inh | GLD-1 TGE inh
COc1ccc(C)cc1NC(=O)C1CC(=O)N(CCc2ccccc2)C1 (centres undefined) | 11 | 2 | 101 | -1.3 | 93 | -2 | 2 | 5 | 6
N#Cc1c(=O)c2nc(NCc3ccccc3)ncc2n2ccccc12 | -36 | 2 | 103 | -3.8 | 102 | 53* | 44* | 5 | 20
O=C(CSc1nnc(-c2ccncc2)o1)Nc1ccc(F)c(F)c1 | 14 | 0 | 94 | / | 101 | -9 | -4 | / | 6
CCCCCN(C(=O)NC(=O)Nn1cnnc1)S(C)(=O)=O | 6 | 2 | 98 | -0.7 | 96 | 5 | 5 | 0 | 8
Cc1ccc2nc(C(=O)N3CCCC(Nc4ccc(F)cc4)C3)cn2c1 (centres undefined) | 3 | 1 | 96 | 0.2 | 98 | 9 | 3 | -2 | 0
O=C(CNC(=O)c1ccccc1Cl)Nc1ccc(F)cc1 | 11 | 4 | 101 | 3.2 | 107 | -2 | 3 | 2 | 4
NS(=O)(=O)c1ccc(NC(=O)c2ccc(F)cc2F)c(NC(=O)c2ccc(F)cc2F)c1 | 2 | 2 | 111 | -0.9 | 114 | -3 | 2 | -4 | -1
O=C(Cn1cnc2scc(-c3ccccc3)c2c1=O)NCc1ccco1 | 10 | 2 | 106 | 2.2 | 106 | 8 | 7 | -4 | 3
COCCOn1c(SCCOC)nc2ccccc2c1=O | -3 | 0 | 114 | -0.5 | 98 | 3 | 2 | -5 | -3
Cc1ccc(N(CC(=O)NCC2CCCO2)S(=O)(=O)c2ccccc2)c(C)c1 (centres undefined) | 14 | 0 | 101 | -0.4 | 94 | -2 | 3 | -2 | 5
Nc1ncc2c(n1)-c1ccccc1CC2 | -2 | 1 | 98 | 0.8 | 96 | 0 | 2 | 0 | -3
O=C(COC(=O)CCc1nc2ccccc2c(=O)[nH]1)Nc1ccc2c(c1)OCO2 | -1 | 1 | 99 | 1.6 | 103 | -5 | 4 | 7 | 0
CNC(=O)c1ccc(Nc2nnc(-c3ccc(C)c(S(N)(=O)=O)c3)c3ccccc23)cc1 | -1 | 0 | 98 | 1.6 | 96 | 0 | 6 | 2 | -3
Cc1nn(-c2ccccc2)c(N)c1N=Nc1cccnc1 | -13 | 0 | 89 | 0.3 | 97 | 7 | 10 | -3 | -2
COc1ccc(C(=O)COc2ccc(F)cc2)c(O)c1C | -4 | 3 | 93 | -1.9 | 97 | 4 | 7 | 2 | -7
CC(=O)c1sc(NC(=O)c2oc3ccc(F)cc3c2C)nc1C | -4 | 0 | 96 | / | 94 | -85 | -42 | / | -4
O=c1[nH]c(CN2CCOCC2)nc2ccccc12 | 10 | 0 | 105 | -0.8 | / | 6 | 4 | 4 | 3
COc1cc(NC(=O)c2cccnc2Sc2ccc(Cl)cc2)cc(OC)c1OC | -4 | 3 | 111 | -0.7 | 99 | 6 | 4 | -1 | 2
Cc1cc(C)nc(NC(=O)Cc2ccc(Br)cc2)n1 | -1 | 2 | 111 | -0.2 | 104 | 2 | 5 | -6 | 1
CC(=O)Nc1nc(C)nc(C)c1C(C)=O | 5 | 0 | 94 | -0.7 | 94 | -6 | -2 | -5 | 5
CCN(CCO)C(=O)C12CCC(C)(C(=O)C1)C2(C)C (centres undefined) | 0 | 3 | 96 | 2.5 | 97 | 5 | -1 | 2 | 3
Cc1cc(C)c(S(=O)(=O)N2CCCC2CNC(=O)c2ccc3c(c2)OCO3)c(C)c1 (centres undefined) | -1 | 0 | 104 | 3.7 | 80 | 5 | 9 | -1 | -1
CCc1ccc(NC(=O)C(CC)c2ccccc2)cc1 (centres undefined) | -6 | 0 | 106 | -0.1 | 91 | -4 | -2 | 4 | 8
CCCCNC(=O)[C@@H]1CC=C[C@@H]2CCN(C3CC3)C(=O)[C@@H]21 | -4 | 0 | 114 | 0.0 | 110 | 5 | 1 | 6 | 9
Cc1c(C(=O)N2CCOCC2)c(S(=O)(=O)Nc2cccc(C#N)c2)c(C)n1C | 8 | 0 | 103 | -1.1 | 107 | 0 | 3 | 2 | 2
SMILES | VLA-4 inh | GRK2 aptamer HTS | AGP1 TOR yeast | MEX-5 binding | CIT2-GFP yeast | MCL1-BIM inh | BCLXL inh | Fam108B inh | GLD-1 TGE inh
COc1ccccc1NC(=O)CC1COc2ccccc2O1 (centres undefined) | 3 | 1 | 99 | -0.2 | 111 | -3 | -2 | 2 | 5
Cc1noc(C)c1C(=O)Nc1cccc(S(=O)(=O)N2CCCCC2)c1 | 5 | 0 | 94 | / | 93 | 2 | 7 | / | 6
C[C@H](NC(=O)c1nc[nH]c1C(=O)NCc1ccc(CNC(=O)OC(C)(C)C)cc1)c1ccccc1 | 8 | 1 | 102 | / | 107 | 0 | 1 | / | -1
CCC1(CC)C(=O)C2=C3C1[C@H](C(=O)OC)CC(C(=O)OC)C[C@H]3n1c(=O)n(-c3ccccc3)c(=O)n1[C@H]2C (some centres undefined) | 4 | 0 | 90 | -1.1 | 89 | 6 | -1 | 0 | 2
CN(C)c1ccc(/C(=N\O)C(F)(F)F)cc1 | 7 | 5 | 95 | -3.3 | 94 | 3 | 6 | 2 | 2
Cc1cccc(OCC(=O)NCC(=O)N/N=C/c2cccnc2)c1 | 7 | 3 | 107 | 2.9 | 101 | -3 | -6 | -4 | 2
CCC(=O)N1CCc2cc(S(=O)(=O)NC(C(=O)NCc3ccccc3)C(C)C)ccc21 (centres undefined) | -58 | 0 | 106 | 0.8 | 105 | 13 | 2 | 4 | 2
NNC(=O)c1csc(COc2cc(Cl)cc(Cl)c2)n1 | -1 | 1 | 103 | 0.4 | 92 | 5 | 1 | 1 | -7
Cn1ccnc1SCCC#N | -9 | 3 | 100 | -0.7 | 105 | 3 | -1 | 9 | -5
CC(C)CN(C(=O)CC1CCCC1)c1c(N)n(Cc2ccccc2)c(=O)[nH]c1=O | 9 | 0 | 109 | -1.2 | 104 | -10 | -2 | -1 | -2
NCC(O)COCCC12CC3CC(CC(C3)C1)C2 (centres undefined) | 4 | 0 | 105 | -0.1 | 95 | 4 | -2 | 3 | -8
O=C(O)c1cnc(N2CCOCC2)nc1 | 6 | 2 | 103 | -1.5 | 100 | 7 | 17 | -2 | 2
COC(=O)[C@H](CCSC)NC(=O)Nc1cccc(C)c1C | 24 | 0 | 99 | 4.4 | 92 | 4 | 8 | 0 | 6
